Screening data from PubChem.
FAS-TE inh: FAS thioesterase (human) inhibition. hit rate 0.67% among 360,000. P49327. inhibition, % at 15 µM. recombinant FAS-TE, OMFH fluorogenic substrate, fluorescence endpoint;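 active = compounds whose normalised, plate-corrected inhibition of enzyme fluorescence in the single-dose primary screen is 50% or more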;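 note: 0% = DMSO with enzyme and 100% = substrate without enzyme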
Neddyl block: blocks human cullin neddylation | P61081+Q13564 | calls only at 25 µM | TR-FRET cullin neddylation, biochemical | hit rate 0.58% among 360,000 | AID 651699; in the data active = inhibition above about 36%
Rin1-Abl PPI inh: inhibitors of human Rin1-Abl protein interaction; P00519+Q13671; inhibition, % at 7.35 µM; AID 588664; hit rate 0.4% among 360,000; TR-FRET Rin1/Abl binding, biochemical; in the data active = inhibition above about 5%, passing the limit was not always enough
MT1-MMP act inh: blocks activation of human MT1-MMP; P50281; HT1080 RFP-PRO-GFP cells, GFP/RFP ratio fluorescence, overnight; percent of plate control window, DMSO zero; GFP/RFP ratio change, % at 20 µM; hit rate 0.061% among 360,000; AID 651647;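 active = GFP/RFP ratio change of at least 30% with cell ATP level not reduced by more than half and red fluorescence within 50% of control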; note: strong numbers were not always called active
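Assay system – RFP-PRO-GFP reporter HT1080 cells · Compound dosing – single dose of 20 µM compound, 1% DMSO final · Incubation – overnight compound exposure at 37 °C · Measure – GFP/RFP fluorescence ratio · Benchmarks – DMSO wells and RFP-L50D-GFP cells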
eLon inh: E. coli protease La inhibition | P0A9M0 | purified E. coli Lon protease, fluorescence polarization | inhibition, % at 7.94 µM | hit rate 0.42% among 360,000 | AID 602123; in the data active = inhibition above about 13%, passing the limit was not always enough;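 note: 0% = enzyme with probe and DMSO and 100% = no enzyme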
MLLE-PAM2 inh: inhibitors of microRNA-mediated deadenylation, human PABP1 MLLE binding. GST-MLLE / FITC-PAM2 fluorescence polarization. hit rate 0.36% among 360,000. inhibition, % at 20 µM; in the data active = inhibition above about 35%, passing the limit was not always enough;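 note: plate controls were DMSO wells with GST-MLLE for no effect and wells lacking GST-MLLE protein for full effect; some results filed as inactive read as strong as hits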
MsrA act: bovine methionine sulfoxide reductase A activation. purified bovine MsrA, absorbance read-out. activation, % at 10.6 µM. hit rate 0.3% among 360,000. AID 602163; in the data active = activation above about 7.5%;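 note: 0% = vehicle and 100% = reference activator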
SKN-1 inh: inhibitors of C. elegans SKN-1; hit rate 0.49% among 360,000; inhibition, % at 21.8 µM; C. elegans VP596 Pgst-4::GFP/RFP ratio, acrylamide-induced, 24 h; AID 624304;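 active = interference check ratio from 0.5 to 1.5 plus GFP to RFP signal ratio inhibition reaching or exceeding a fixed threshold, cut at about 30% in these data, passing the limit was not always enough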; note: some compounds called inactive have numbers as strong as hits
CendR NRP1 mod: NRP-1/CendR interaction modulation. FAM-RPARPAR peptide binding to NRP-1, fluorescence polarization. AID 602438. inhibition, % at 25 µM. O14786. hit rate 0.85% among 360,000;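 active = inhibition or corrected inhibition above about 18%, plus a signal ratio from 0.5 to 1.5, limit read from the data, passing the limit was not always enough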; note: strong numbers were not always called active
* hit, by the source's call; i = inactive; x = not tested or not shown.

cpd	SMILES	MsrA act	FAS-TE inh	SKN-1 inh	MLLE-PAM2 inh	CendR NRP1 mod
1	COc1ccc(S(=O)(=O)NCc2ccc(C)cc2)cc1	-3	2	1	2	7
2	COc1ccc(C2/C=C\CN(S(=O)(=O)c3ccc(C)cc3)CC(=O)N2Cc2cccc(F)c2)cc1 (stereo not drawn)	-10	27	-10	8	-8
3	O/N=C/c1ccc2cccc(OCc3ccccc3)c2n1	-6	-10	24	1	-2
4	CCSc1nc2c(c(=O)n1-c1ccc(F)cc1)SCC2	-11	-2	-4	-10	8
5	CC1CCN(S(=O)(=O)c2ccc(NC(=O)N3c4ccccc4Sc4ccccc43)cc2)CC1	-1	62*	6	-8	0
6	COCCCNC(=O)c1ccc(-c2csc(C)n2)cc1	-14	-2	-8	-7	-3
7	COc1ccc(CC(=O)NNC(=O)c2ccccn2)cc1	-2	-7	-6	-7	8
8	CC(C)Cc1ccc(-c2cc3nc(NCCOc4ccccc4)ccn3n2)cc1	3	25	-7	-18	-13
9	COc1ccc(C(=O)NCc2nnc(SCC(=O)Nc3cc(C)on3)o2)cc1OC	-1	-4	-1	11	-14
10	Cc1c(C(=O)N2CCCCC2)c(S(=O)(=O)N2CCC(C)CC2)c(C)n1C	-1	-8	0	-7	12

cpd	Rin1-Abl PPI inh	Neddyl block	MT1-MMP act inh	eLon inh
1	-4	i	-4	-4
2	-5	i	-1	-7
3	-1	x	1	4
4	1	i	2	-10
5	-5	i	1	-4
6	3	i	-6	5
7	0	i	2	1
8	3	x	-1	-4
9	-4	i	0	0
10	0	i	3	2

(list continues)
cpd	SMILES	MsrA act	FAS-TE inh	SKN-1 inh	MLLE-PAM2 inh	CendR NRP1 mod
11	O=C(CNC(=O)c1ccccc1F)NCCN1C(=O)S/C(=C\c2ccc3c(c2)OCO3)C1=O	-8	4	-10	19	3
12	COc1ccc(CC(=O)NNC(=O)c2cccs2)cc1OC	-9	-1	-4	2	6
13	CC1(c2nnc(-c3ccc(F)cc3)o2)CC(c2ccc([N+](=O)[O-])cc2)=NO1 (stereo not drawn)	-3	10	16	10	19
14	O=C(O)C1CCC(CNS(=O)(=O)c2ccccc2)CC1 (stereo not drawn)	-2	-6	-14	4	0
15	CNC(=O)CN(c1cc(C)ccc1OC)S(=O)(=O)c1ccc(C)cc1	-9	-9	4	7	-5
16	Cc1noc(C)c1COc1ccc(C(=O)N2CCN(c3ccccn3)CC2)cc1	-6	-7	8	-1	-2
17	COC(=O)C1=CN(c2ccccc2OC)C(N)=C(C#N)C1c1cccc([N+](=O)[O-])c1 (stereo not drawn)	x	x	2	x	7
18	COc1ccc(-n2sc3ccc(F)cc3c2=O)cc1	12*	-5	-2	41*	-14
19	N#CC(Cc1ccccc1OC(F)F)c1nc2ccccc2[nH]1 (stereo not drawn)	-5	-2	0	5	3
20	CC1CC(C)CN(C(=O)CSc2nnc(-c3ccc(F)cc3)o2)C1 (stereo not drawn)	-1	4	1	18	-8

cpd	Rin1-Abl PPI inh	Neddyl block	MT1-MMP act inh	eLon inh
11	4	i	-1	4
12	3	i	-5	-5
13	1	i	5	-2
14	-1	i	1	-4
15	3	i	2	-6
16	2	i	0	9
17	x	i	4	x
18	1	i	8	12
19	-5	i	6	-18
20	-2	i	-4	6

Next part.
cpd	SMILES	MsrA act	FAS-TE inh	SKN-1 inh	MLLE-PAM2 inh	CendR NRP1 mod
21	CCCOc1cccc(C(=O)Nc2ccc(CN3CCOCC3)cc2)c1	-2	-3	-3	-2	-2
22	C[C@@H]1CCC2[C@](C)(CO)[C@@H](O)CC[C@]2(C)[C@@]12C[C@](CO)(CC(=O)O)CO2 (stereo partly drawn)	-1	-3	12	2	-10
23	O=c1c2ccccc2cnn1-c1ccc(Br)cc1	-3	0	20	-6	2
24	Cc1ccc2[nH]c(-c3ccccc3)c(CN3CCOCC3)c(=O)c2c1	1	-7	-6	-13	17
25	O=C(COC(=O)C1CCCC1)NCc1ccc(Cl)cc1	-7	0	9	-18	4
26	Cc1cc(=O)[nH]c(-c2ccc(Cl)cc2)n1	-2	-6	-4	11	-10
27	Cc1cc(Cl)nc(NC(=O)Nc2cccc(Cl)c2)n1	-1	1	9	0	-7
28	COc1ccc(CNC(=O)COc2cc3c(c4oc(=O)cc(C)c24)CCC(C)(C)O3)cc1OC	-3	10	11	13	-4
29	COc1ccc(-c2nc3ccc(Cl)cn3c2CC(C)(C)C)cc1OC	-2	18	16	-10	2
30	COc1ccccc1NC(=O)C1CCCN(c2cnccn2)C1 (stereo not drawn)	-3	-6	2	-7	20

cpd	Rin1-Abl PPI inh	Neddyl block	MT1-MMP act inh	eLon inh
21	-2	i	4	2
22	-5	i	2	-1
23	0	i	-4	-8
24	0	i	6	-4
25	3	i	2	-1
26	0	i	0	-2
27	0	i	-1	-2
28	-1	x	-1	-1
29	1	i	0	-2
30	-1	i	3	-4

Going on with the list.
cpd	SMILES	MsrA act	FAS-TE inh	SKN-1 inh	MLLE-PAM2 inh	CendR NRP1 mod
31	c1ccc(Cc2nnc3n2CCCCC3)cc1	-1	-8	-3	3	14
32	Cc1ncc(C(O)c2ccc(N(C)C)cc2)n1Cc1ccccc1 (stereo not drawn)	-2	-4	14	1	-6
33	O=S(=O)(NC1Cc2ccccc2C1)c1ccccc1	-6	-4	-8	-2	-4
34	CCOC(=O)C(NC(=O)Cc1ccccc1)(Nc1cc(C)on1)C(F)(F)F (stereo not drawn)	-1	-5	3	-1	6
35	COc1ccc(CNS(=O)(=O)c2ccc3oc(C(=O)O)c(C)c3c2)cc1	-7	-3	7	-3	-4
36	C[C@H](NC(=O)c1ccco1)C(=O)NCc1cccs1	0	0	-1	11	16
37	COC(=O)C1CCN(S(=O)(=O)c2c[nH]c(=O)[nH]c2=O)CC1	-2	-6	0	-5	-2
38	CCOC(=O)CNC(=O)CSc1ncnc2c1nnn2-c1ccc(F)cc1	-7	-6	-1	29	10
39	CCOc1ccc(S(=O)(=O)NCCC(=O)N(C)CC(=O)Nc2ccc(N3CCOCC3)cc2)cc1	-4	5	9	-2	-3
40	CCCC(=O)N1CCCC1(C)C(=O)NCCc1ccccn1 (stereo not drawn)	-2	-3	-4	11	3

cpd	Rin1-Abl PPI inh	Neddyl block	MT1-MMP act inh	eLon inh
31	1	i	5	-6
32	1	i	9	-1
33	1	i	3	5
34	-3	i	6	-4
35	0	i	2	-5
36	0	i	2	-5
37	-5	i	-1	-10
38	0	i	8	5
39	3	i	2	4
40	0	i	-1	8

Additional compounds follow:
cpd	SMILES	MsrA act	FAS-TE inh	SKN-1 inh	MLLE-PAM2 inh	CendR NRP1 mod
41	O=C(Nc1ccc(Cl)cc1)C1CCN(C(=O)NC2CCCCC2)CC1	1	-2	17	8	-4
42	O=C(NNc1nc(-c2ccc(Br)cc2)cs1)c1ccco1	-2	-5	-16	-54	4
43	Cc1nc(Cl)cc(N/N=C/c2ccc(O)cc2)n1	-5	-1	21	1	6
44	CC(C)CC1=C/C(=C/c2ccc(-c3ccccc3)o2)C(=O)O1	-7	30	2	-23	-148
45	CCOC(=O)c1ccc(NC(=O)NC(C)C2CCCO2)cc1 (stereo not drawn)	-4	-8	-4	2	1
46	COc1cc(NC(=O)c2ccc(-c3ccc(F)c(F)c3)c3ccoc23)cc(OC)c1OC	-6	18	1	11	-7
47	Cc1ncc([N+](=O)[O-])n1CCO	-3	-2	-8	7	-18
48	CCOC(=O)C(NCCc1ccccc1)(NC(=O)CC)C(F)(F)F (stereo not drawn)	-1	-6	-9	14	2
49	CCOc1ccccc1CNC(=O)c1cc2oc3ccccc3c2n1CC	8.1*	27	-6	-7	7
50	Cc1ccc2oc(-c3cccc(NC(=S)NC(=O)c4cccs4)c3)nc2c1	-6	-10	9	33	-24
51	CC(=O)Nc1ccc(NC(=O)c2cc(-c3ccccc3)nc3ccccc23)cc1	-4	6	3	-12	25
52	CC(CCc1ccccc1)NC(=O)CCCn1ncn2c(cc3occc32)c1=O (stereo not drawn)	-5	3	3	-5	-1

cpd	Rin1-Abl PPI inh	Neddyl block	MT1-MMP act inh	eLon inh
41	3	i	6	11
42	-3	i	13	-12
43	-1	i	3	-10
44	1	i	-7	-75
45	0	i	9	5
46	-5	i	-2	5
47	-1	i	-1	-6
48	-1	i	1	1
49	1	x	-14	-3
50	-1	i	5	-1
51	-2	i	5	-5
52	1	i	-2	-8
